Compound activity: PubChem BioAssay, several laboratories
EBNA-1 inh: EBNA-1 DNA-binding inhibitors, primary screen, biochemical, fluorescence polarization. inhibition, % at 14.8 µM. actives 0.34% (n = 300,000). AID 1950, 2009; in the data active means inhibition above about 28%
MCL1 BIM primary: inhibitors of MCL1 binding to BIM-BH3, primary screen, biochemical, fluorescence polarization; actives 0.68% (n = 320,000); GST-MCL1 / FITC-Bim-BH3 fluorescence polarization; inhibition, % at 10.9 µM;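 active means inhibition above the mean inhibition of all tested compounds plus 3 SD, set per campaign, cut at about 40% in these data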;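 further: 0% = DMSO wells and 100% = unlabeled Bim-BH3 peptide control; higher means more loss of mP so more displacement of Bim peptide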
Target sequence (Q07820 whole entry, looked up): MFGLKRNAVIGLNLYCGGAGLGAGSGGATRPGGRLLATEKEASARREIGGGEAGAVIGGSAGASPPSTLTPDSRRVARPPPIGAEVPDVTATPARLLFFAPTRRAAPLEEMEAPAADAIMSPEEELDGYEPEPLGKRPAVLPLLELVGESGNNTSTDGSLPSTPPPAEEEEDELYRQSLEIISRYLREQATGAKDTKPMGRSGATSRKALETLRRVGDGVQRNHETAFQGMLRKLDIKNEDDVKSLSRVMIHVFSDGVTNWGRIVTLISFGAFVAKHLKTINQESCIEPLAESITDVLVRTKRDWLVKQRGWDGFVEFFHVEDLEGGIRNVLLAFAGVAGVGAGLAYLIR
CR mimetic SO: reduction of superoxide in aged yeast, primary screen, HTS | S. cerevisiae aged cells, superoxide DHE fluorescence; hits give low values | superoxide response (% of plate mean), % at 10 µM | actives 0.18% (n = 330,000) | AID 2690, 2010;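 active means superoxide response under a set limit, about three screen SD below normal, cut at about 65% in these data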;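 further: yeast aged for seven days with compound at 30 °C before DHE staining; 100% = average MFI of all compound-treated wells on the plate with controls excluded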
Efflux pump inh: inhibitors of Candida efflux pumps in yeast, primary screen, S. cerevisiae, Nile Red, multiplex; AID 485275, 2010; inhibition, % at 10 µM; actives 0.44% (n = 330,000); S. cerevisiae Candida pump triplex;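 active means plate passing quality check with inhibition over a set limit, or well fluorescence over plate mean plus 4 SD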;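 further: Nile Red retained in pooled yeast measured as flow cytometry median fluorescence; 0% = buffer negative control and 100% = Enniatin B positive control; higher means more Nile Red kept so more efflux inhibition; some compounds called inactive have numbers as strong as hits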
GLD-1 RNA inh: GLD-1/TGE RNA complex disruptors, primary screen, biochemical, fluorescence polarization; Female germline-specific tumor suppressor gld-1 (Caenorhabditis elegans), Q17339; purified GLD-1 + fluorescein TGE RNA; inhibition, % at 5.96 µM; actives 0.44% (n = 320,000);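 active means percent inhibition above a per-plate cutoff, the plate mean of test compounds plus 3 SD, cut at about 30% in these data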;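 further: 0% = DMSO wells with GLD-1 and probe and 100% = wells lacking GLD-1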
Target sequence (Q17339 whole entry, looked up): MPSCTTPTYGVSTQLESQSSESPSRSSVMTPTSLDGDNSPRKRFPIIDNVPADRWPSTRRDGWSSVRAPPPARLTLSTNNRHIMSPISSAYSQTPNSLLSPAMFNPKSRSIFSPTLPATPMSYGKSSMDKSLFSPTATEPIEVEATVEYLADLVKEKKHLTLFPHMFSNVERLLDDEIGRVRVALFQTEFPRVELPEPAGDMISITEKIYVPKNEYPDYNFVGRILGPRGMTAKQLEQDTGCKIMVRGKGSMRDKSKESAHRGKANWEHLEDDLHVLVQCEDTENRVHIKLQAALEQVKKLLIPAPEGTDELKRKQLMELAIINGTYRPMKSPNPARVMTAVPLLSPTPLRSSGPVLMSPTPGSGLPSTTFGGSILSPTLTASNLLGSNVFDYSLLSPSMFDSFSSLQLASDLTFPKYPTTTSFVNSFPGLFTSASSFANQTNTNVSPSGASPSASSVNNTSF
ZTA counter: blocks Epstein-Barr virus ZTA, an EBNA-1 counter-screen | inhibition, % at 11 µM | ZTA-DNA binding, fluorescence polarization | actives 0.15% (n = 320,000); in the data active means inhibition above about 33%
Target sequence (P03206 whole entry, looked up): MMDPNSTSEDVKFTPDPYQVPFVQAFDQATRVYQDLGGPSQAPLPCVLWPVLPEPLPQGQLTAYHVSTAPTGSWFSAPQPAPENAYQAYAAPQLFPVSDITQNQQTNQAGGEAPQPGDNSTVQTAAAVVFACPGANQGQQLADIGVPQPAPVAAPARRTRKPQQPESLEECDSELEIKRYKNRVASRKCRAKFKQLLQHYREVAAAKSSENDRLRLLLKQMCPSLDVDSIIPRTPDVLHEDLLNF
MEX-5 binding: MEX-5 zinc finger RNA-binding disruptors – biochemical, C. elegans, fluorescence polarization, MLPCN library, primary screen. Zinc finger protein mex-5 (Caenorhabditis elegans), Q9XUB2. MEX-5/FITC-TCR2 RNA binding; hits give low values. activity score (negative = inhibition of binding), % at 10 µM. actives 0.38% (n = 300,000);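 active means inhibition past about -25% in most replicates, and total fluorescence under double the plate's negative control median, limit read from the data; inconclusive means replicates evenly split on the limit, or fluorescence at least double controls; inactive means too little inhibition in most replicates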;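 further: 0% = DMSO and -100% = 5 µM competing unlabeled TCR2 RNA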
BCLXL inh: inhibitors of human Bcl-xL, primary screen, biochemical, fluorescence polarization, HTS; Bcl-2-like protein 1 (Homo sapiens), Q07817; GST-Bcl-xL / FITC-Bim BH3 peptide fluorescence polarization; inhibition, % at 10.9 µM; actives 0.7% (n = 320,000); AID 2129, 2009;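 active means inhibition above the mean of all tested compounds plus 3 SD, cutoff set per campaign, cut at about 30% in these data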;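 further: 0% = DMSO wells and 100% = unlabeled Bim-BH3 peptide competitor; inhibitors lower millipolarization by displacing the labeled peptide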
Fam108B inh: mouse Fam108B serine hydrolase inhibitors, primary screen, counter-screen for RBBP9 inhibitor project, biochemical, fluorescence polarization. actives 0.33% (n = 300,000). recombinant Fam108B, FP-Rh probe fluorescence polarization. inhibition, % at 9.51 µM;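 active means inhibition above the screen mean inhibition plus 3 SD, computed separately per campaign, cut at about 18% in these data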;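 further: inhibitors lower polarization as less probe binds the enzyme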
The depositor's hits bear a star; ? = inconclusive; nt = not tested or not shown.

SMILES	EBNA-1 inh	MCL1 BIM primary	CR mimetic SO	Efflux pump inh	GLD-1 RNA inh	ZTA counter	MEX-5 binding	BCLXL inh	Fam108B inh
O=C(CSc1nc(-c2ccco2)cc(C(F)(F)F)n1)NN1CCOCC1	6	-1	103	0.0	-5	5	0.5	1	5
COC(=O)NCc1cccc(CNC(=O)OC)c1	-3	-8	139	0.3	-16	-9	1.6	-1	-2
COc1cccc(NC(=O)C2CCCN2C(=O)NC2CCCCC2)c1 (configuration not stated)	6	2	94	0.1	0	8	0.6	6	0
COCCCNC(=O)C(C#N)c1nc2ccccc2nc1N1CCCC1 (configuration not stated)	9	0	88	0.1	2	10	?	0	-4
Cc1ccc(CN(C(=O)COc2ccc(C)c(C)c2)C2CCS(=O)(=O)C2)o1 (configuration not stated)	8	-1	110	-0.2	-8	7	1.9	1	2
O=C(Nc1cnn(Cc2ccc(Cl)cc2)c1)c1cnccn1	-1	4	124	0.1	3	9	0.3	0	3
CC1CCCCN1CCNC(=O)CC1Oc2ccccc2NC1=O (configuration not stated)	-1	3	86	0.2	-5	-6	0.0	1	0
CCOC(=O)c1c(C)oc2cc(Br)c(OCC(N)=O)cc12	-14	-3	106	0.1	-8	-8	-0.4	-4	-2
COc1ccccc1/C=C/C(=O)NCC(=O)N/N=C/c1ccccc1	0	-1	104	-0.1	-4	-8	1.3	5	-1
Cn1c(NC(=O)Cc2cccs2)cc(=O)n(C)c1=O	4	-2	100	0.2	-13	3	-2.0	4	-1
COc1ccc(S(=O)(=O)Nc2cc(C)c(O)c(S(=O)(=O)c3ccccc3)c2)cc1	6	-2	99	0.0	5	-3	-2.3	2	2
Cc1ccc2nc(NC(=O)CSCC(=O)OCC(=O)c3ccc(Br)cc3)sc2c1	30*	5	115	-0.1	-8	8	-2.4	2	-6
CC(=O)c1cnc2cc(-c3ccccc3)nn2c1C	-9	-2	118	0.0	4	1	-0.2	-4	-4
CCOc1ccc(/C=C/c2nc(C#N)c(NCCCOC)o2)cc1	8	-1	100	0.1	10	6	-1.8	3	-2
CC(=O)Nc1ccc(S(=O)(=O)NNC(=O)CCC(=O)Nc2cc(C)ccc2C)cc1	6	6	105	-0.1	0	-10	1.4	1	2
O=C(OCCOCCN=C1NS(=O)(=O)c2ccccc21)C1CC(=O)N(c2ccccc2)C1 (configuration not stated)	4	-7	119	0.0	-7	16	0.3	-3	-1
O=C(c1ccncc1)N1CCN(c2cccc(C(F)(F)F)c2)CC1	12	6	84	0.0	5	7	-1.3	5	-5
CCc1ccc2[nH]c3nc(N/N=C/c4cccc(O)c4)nnc3c2c1	4	4	103	-0.2	4	11	3.0	-3	4
CCOC(=O)c1ccc(NC(=O)c2cc(OC)c(OC)c(OC)c2Br)cc1	2	-5	92	0.1	-33	3	-0.7	-1	-7
COc1cc(-c2nc3ccccn3c2NCc2ccccc2)ccc1SC1CCCCC1	-7	-18	108	0.2	2	2	-0.9	-10	-1
COC(=O)Cn1ccc2cc(S(=O)(=O)N3CCCCC3)ccc21	4	-1	112	-0.1	1	-18	0.8	2	1
O=C(Cc1ccccc1)Nc1cccc(N2C(=O)C=CC2=O)c1	-1	16	105	-0.1	7	16	1.6	8	-5
Cc1cc(=O)oc2cc(Oc3ccc([N+](=O)[O-])cc3[N+](=O)[O-])ccc12	-15	0	105	-0.2	9	8	-1.0	-2	5
CC(C)C1Cc2c(C#N)c(N)sc(=S)c2CO1 (configuration not stated)	4	64*	100	-0.2	66*	8	2.0	67*	-7
O=C(CSc1nc2ccc([N+](=O)[O-])cc2s1)NCC1CCCO1 (configuration not stated)	5	-4	94	0.0	5	5	0.1	-1	0
Cn1ncc(C#N)c1NC(=O)c1nn2cccnc2c1Cl	-21	5	124	0.1	-8	-8	0.1	0	3
Cc1cc(C)c(S(=O)(=O)N2CCN(C(=O)N3CCCCC3)CC2)c(C)c1	-2	9	102	0.0	9	4	2.5	6	-1
CS(=O)(=O)Nc1ccc(-c2cn3cccnc3n2)cc1	-3	10	105	-0.2	2	-6	-0.1	6	-1
CCC(C)(C(=O)NC1CCCCC1)N(C)C(=O)c1ccccn1 (configuration not stated)	-2	2	96	0.0	1	0	-2.7	52*	1
CC(C)CNS(=O)(=O)c1ccc(CCC(=O)N2CCOCC2)cc1	-1	0	105	0.1	-1	0	-2.5	2	1
O=C(c1ccccc1)c1ncc[nH]1	-4	2	92	0.2	5	-5	-0.2	4	-2
CCn1cc(C(=O)NCCCN(C)C)c(=O)c2cc(F)c(N3CCN(C)CC3)cc21	2	0	111	0.1	-12	13	-1.2	-2	4
CCOC(=O)C1=C(c2ccccc2)ON(C)C1c1ccccc1 (configuration not stated)	10	-1	104	-1.5	0	1	2.6	-2	-1
COc1ccc(N2C(=O)/C(=C/c3ccc([N+](=O)[O-])cc3)N=C2C)cc1	11	-7	85	-0.3	3	17	-8.5	0	-7
Cn1cc([N+](=O)[O-])c(C(=O)Nc2ccc(C(=O)N3CCCCC3)cc2)n1	3	5	97	-0.1	8	-15	-1.2	7	0
COc1ccc(/C=N/NC(=O)c2cc3c(OC)ccc(OC)c3[nH]2)cc1O	5	5	81	-0.4	4	-13	-1.8	11	30*
CCOc1cc(C2NC(=O)NC(O)(C(F)(F)F)C2C(=O)c2ccccc2)ccc1OC (configuration not stated)	7	2	105	-0.1	5	-5	2.3	3	1
Clc1ccc(CSc2snnc2-c2ccccc2)cc1	3	-10	98	0.0	10	0	-0.8	5	0
C=CCc1ccc(OCC(O)CN2CCCCC2C)c(OC)c1 (configuration not stated)	8	-8	107	0.1	-1	-1	nt	3	0
CN(C)/C=C\C(=C/C(=O)C(F)(F)F)Nc1ccccc1Oc1ccccc1	-1	-11	91	0.0	-1	14	-3.0	-4	1

Entries shown so far with bromine (three):
SMILES	EBNA-1 inh	MCL1 BIM primary	CR mimetic SO	Efflux pump inh	GLD-1 RNA inh	ZTA counter	MEX-5 binding	BCLXL inh	Fam108B inh
CCOC(=O)c1c(C)oc2cc(Br)c(OCC(N)=O)cc12	-14	-3	106	0.1	-8	-8	-0.4	-4	-2
Cc1ccc2nc(NC(=O)CSCC(=O)OCC(=O)c3ccc(Br)cc3)sc2c1	30*	5	115	-0.1	-8	8	-2.4	2	-6
CCOC(=O)c1ccc(NC(=O)c2cc(OC)c(OC)c(OC)c2Br)cc1	2	-5	92	0.1	-33	3	-0.7	-1	-7

More records.
SMILES	EBNA-1 inh	MCL1 BIM primary	CR mimetic SO	Efflux pump inh	GLD-1 RNA inh	ZTA counter	MEX-5 binding	BCLXL inh	Fam108B inh
CCOc1ccc(N2C(=O)/C(=C\c3ccc(OC)c(O)c3)S(=O)(=O)C2c2cccc([N+](=O)[O-])c2)cc1 (configuration not stated)	-8	7	110	0.1	1	-2	-2.0	6	-8
CSc1ccc(S(=O)(=O)NCC(=O)OCC(=O)NCc2cccs2)cc1[N+](=O)[O-]	-6	-4	109	-0.2	2	-10	0.3	3	0
O=S1(=O)N=C(N/N=C/c2ccc(Br)o2)c2ccccc21	2	-1	94	0.2	-7	0	-1.0	2	0
O=C(Nc1cccc(OCC(=O)N2CCOCC2)c1)c1cccc([N+](=O)[O-])c1	0	1	106	0.0	-1	2	-1.0	-2	-8
CC(C)CNC(=S)N(Cc1ccco1)Cc1cc2cc3c(cc2[nH]c1=O)OCCO3	61*	3	93	0.0	-3	7	2.6	1	-3
CC(C)(C)N(Cc1ccccc1)C(=O)COC(=O)CN1C(=O)NC2(CCCC2)C1=O	2	4	109	0.4	6	-5	-2.5	3	-1
COc1ccc(OC)c(CN2CCN(C(=O)c3cc(S(=O)(=O)Nc4ccccc4OC)ccc3C)CC2)c1	-7	0	102	0.1	-2	17	0.5	0	-1
CC12CCC(C/C1=N/O)C2(C)C (configuration not stated)	-12	5	99	0.0	-5	-22	0.5	4	0
CCOc1ccc(NC(=O)CCC(=O)n2nc(C)cc2C)cc1	-1	6	93	-0.1	-6	-17	-1.0	7	1
COc1ccc(C2/C(=C(\O)c3ccc4c(c3)OCCO4)C(=O)C(=O)N2Cc2cccnc2)cc1OC (configuration not stated)	2	3	78	-0.9	6	5	-0.9	6	1
FC(F)(F)c1ccc(NCCc2ccccc2)nc1	-2	-3	103	0.0	-10	11	-0.2	2	0
Cc1ccc(/C=N/n2cc(-c3ccccc3)[nH]c2=S)s1	-5	-3	94	0.1	4	12	-6.7	9	-1
C=CCn1c(COc2ccccc2F)nnc1SCCN1C(=O)c2ccccc2C1=O	-3	-4	96	-0.2	-5	4	-3.6	5	-1
O=C(COC(=O)C1CCN(c2ccc(C(F)(F)F)cn2)CC1)c1ccccc1	-17	-3	107	0.2	-13	3	-2.3	-1	2
COc1ccc(C(=S)N2CCN(C)CC2)cc1	1	3	92	-0.1	0	-4	-0.5	-2	2
O=C(O)CC(CC(=O)Nc1ccc2ccccc2n1)c1ccccc1 (configuration not stated)	-2	0	100	-0.3	-2	6	-0.2	3	-1
COC(=O)c1ccc(NC(=O)CN(Cc2ccc(Cl)cc2)S(C)(=O)=O)cc1	7	2	102	-0.1	5	4	0.1	1	0
CC(C)(C)NC(=O)CN(C(=O)CN1C(=O)C(=O)c2ccccc21)C(C)(C)C	3	-6	118	0.1	2	6	0.2	-9	-1
CC(C)[C@H](NC(=O)OCc1ccccc1)C(=O)NC(C=O)Cc1ccccc1 (some centres not stated)	-1	3	96	-0.2	1	-6	nt	3	-6
COc1cc(CSc2nc(-c3ccccc3)cc(=O)[nH]2)cc(OC)c1	14	-6	104	-0.2	-2	2	-0.5	4	0
COc1cc(OC)c(OC)cc1CN1CCN(S(=O)(=O)c2ccc(F)cc2)CC1	18	1	103	-0.1	-3	8	-2.6	7	-1
O=C(NC1CCCCC1)C(c1ccc2ncccc2c1)N(Cc1ccccc1)C(=O)c1ccc2c(c1)OCCO2 (configuration not stated)	-3	2	88	0.0	1	-7	-1.8	0	1
COc1ccc(OC)c(NC2=NC3(CCCCC3)N=C(N)N2)c1	11	0	102	0.0	3	4	1.8	1	0
N#Cc1c(-c2ccc(Cl)cc2)nc2n(c1=O)CCCS2	2	-3	168	-0.2	4	5	1.8	5	-6
O=C(CSc1nc2ccccc2c(=O)n1-c1ccccc1)NCc1ccc2c(c1)OCO2	12	9	99	0.0	-4	16	-2.0	5	0
CC(C)CNC(=O)Cn1c(=O)c2c(ncn2CC(C)C)n(Cc2ccccc2)c1=O	3	8	89	0.0	-6	-13	-0.4	6	5
CC(=O)Nc1nc2cc([N+](=O)[O-])ccc2s1	nt	1	103	-0.2	-3	-15	nt	0	nt
O=C(NC(=S)Nc1ccccn1)c1ccco1	-7	14	110	0.2	10	-16	0.3	8	1
CC(C)(C)CC(C)(C)NC(=O)/C=C/C(=O)O	1	-2	106	0.0	0	9	-0.6	-5	-1
C/C(=N\Nc1nc(C)cc(C)n1)c1ccc(N2CCOCC2)cc1	-20	-1	103	0.1	1	-3	0.9	2	-8
CC(=O)N1N=C(c2cccc([N+](=O)[O-])c2)OC1(C)c1cccs1 (configuration not stated)	-4	4	125	-0.3	-3	-2	-0.7	7	9
CCCC/C=C/[C@H](c1ccccc1)[C@H](CO)Cc1cccnc1	10	4	nt	nt	6	-3	-0.9	3	0
